p53ts 39C tox: kills p53ts cells at the nonpermissive temperature; H1299-p53A138V viability at 39C, ATP luminescence, 24 h; AID 902; Potency, µM (titrated, usually from 46.1 µM), for the others: top-dose activity change, negative = cell killing, actives largely listed as cytotoxic; hit rate 1.5% among 130,000; also: nearly all actives have a fitted effect of over 55% in size
IkB signaling: inhibitors of IkB signaling in ABC-DLBCL cells; hit rate 0.04% among 110,000; Potency, µM (highest dose often 57.1 µM), without a hit: at the highest dose IkBa stabilization activation; ABC-DLBCL IkBa-CBG/CBR dual luciferase ratio, 4 h; response scale: scaled: untreated 0%, proteasome inhibitor 100%; active = well fitted curve in the direction sought with a large enough effect in the signal ratio, not every such curve was filed as active; inconclusive = small, poorly fitted or top-dose-only effect, or a change in a side signal; the % refers to the signal ratio;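 also: the direction sought is a rising ratio; 0% = basal untreated cells and 100% = reference inhibitor full response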
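Luminescence ratio of IκBα-fused green versus native red beetle luciferase in OCI-Ly3 cells, 4 h post-doxycycline with compound; red signal alone, scaled from basal (0%) to zero light (-100%), flagged nonspecific or cytotoxic effects.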
p53ts 32C tox: p53ts cell cytotoxicity, permissive temperature; Potency, µM (titrated, usually from 46.1 µM), inactives show at the highest dose activity change, negative = cytotoxicity, usual class: cytotoxic; hit rate 0.93% among 130,000; H1299-p53A138V at 32C, ATP luminescence viability, 24 h;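 also: 0% = DMSO and -100% = full killing by reference compound; nearly all actives have a fitted effect of over 55% in size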
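Cells: H1299 p53ts (A138V), 600/well, pre-incubated 16–30 h at 37C. Cpd up to 46 uM, 24 h, 32C. Readout: ATPlite luminescence, 20 min RT. Normalization: DMSO vs tamoxifen 100 uM. AC50 by Hill equation.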
Imprint erasure: induces erasure of genomic imprints in mouse ES cells; mouse ES Peg3-LacZ reporter, beta-gal luminescence, 40 h; Potency, µM (titrated, usually from 60.7 µM), inactives show at the highest dose activity change, positive = activation, hits mostly activators; hit rate 0.02% among 110,000; AID 1948;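 also: 0% = negative control wells on the plate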
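Gelatin-coated wells received 300 freshly trypsinized female ES cells with a Peg3LacZ-Neo reporter on the maternal allele, then incubated 40 hours at 37C. BetaGlo was added for 5 minutes at room temperature before a single luminescence read.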
Starred values were filed as active, the others as inactive; ? = inconclusive; nt = no result given; & = joins results of further samples; [ ] = dose if it differs, or a comment. Unless noted, calls follow the shape of the dose curve; as a rule, active = well fitted curve in the direction sought with a large enough effect; inconclusive = small, poorly fitted or top-dose-only effect, or another doubt; inactive = no such curve, though single readings can be large; an effect the other way counts as inactive or inconclusive. Unless noted, % is scaled to controls: 0 for no effect and ±100 for the full control effect; potency is read from the fitted curve at half-maximal effect.

SMILES	p53ts 39C tox	IkB signaling	p53ts 32C tox	Imprint erasure
COc1ccc(OC)c(NC(=O)Cn2c(=O)n(Cc3ccccc3)c(=O)c3ccccc32)c1	9%	1.5%	8%	5%[10.9 µM]
Cn1cc(/C=N/n2cnc3scc(-c4ccc(Cl)cc4)c3c2=O)c2ccccc21	-27%	?	8%	-30%
Cc1cccc(-c2nc(CSCC(=O)NCCc3ccc(Cl)cc3)c(C)o2)c1	?	?	12%	-7%[10.9 µM]
COc1c(Cl)cc(-c2noc(C)c2C(=O)NCc2ccc3c(c2)OCO3)cc1Cl	-6%	7.1%	0%	-19%
Nc1cc(N)nc(SCC(=O)Nc2ccc(Br)cc2Cl)n1	2%	0.2%	-2%	-8%
COc1ccccc1NC(=O)C(C)Sc1nnc2ccc3ccccc3n12 (stereo not drawn)	26%	?	7%	-8%[10.9 µM]
C/C(=C1/SC(N2CCOCC2)=NC1=O)c1ccc(Cl)cc1	-10%	0.2%	4%	8%
COc1cc(NC(=O)C(CC(C)C)NS(=O)(=O)c2ccc3c(c2)CCCC(=O)N3)cc(OC)c1 (stereo not drawn)	0%	?	6%	-13%[10.9 µM]
CN(C)CCCCl	9%	0.8%	5%[1.84 µM]	-10%
CCOc1ccc(C(=O)N(Cc2ccc(C(C)C)cc2)Cc2ccco2)cc1	-17%	?	13%	-19%[10.9 µM]
CCOC(=O)c1ccc(NC(=O)CSc2nc3ccccc3c(=O)n2CCC(=O)NC2CCCCC2)cc1	4%	-4.2%	14%	10%[10.9 µM]
O=C(NCCCn1ccnc1)Nc1cccc(Cl)c1	2%	0.3%	4%	-8%
Cc1c(Cl)ccc2sc(N3CCN(C(=O)CS(=O)(=O)c4ccccc4)CC3)nc12	?	?	7%	-13%[10.9 µM]
CCCC(=O)Nc1cc(C)c(NC(=O)c2ccncc2)cn1	-2%	0.1%	3%	-5%
CCOC(=O)c1ccc(NC(=O)c2ccc(=O)n(Cc3cccc(C)c3)c2)cc1	-14%	?	1%	27%[10.9 µM]
CCOc1ccc(/C=C/C(=O)Nc2sc3c(c2C(=O)OC)CCC3)cc1	14%	2.5%	1%	-9%[10.9 µM]
COc1ccc(CC(=O)NCc2nnc(SCC(=O)N3CCN(c4ccccc4)CC3)n2C)cc1	0%	1.4%	4%	5%
COc1ccccc1CNC(=O)c1c(O)nc2c(C)cccn2c1=O	3%	2.2%	-7%	7%[10.9 µM]
CCC1CN(S(=O)(=O)c2cc(-c3cc(C)no3)ccc2OC)c2cc(Cl)ccc2O1 (stereo not drawn)	4%	0.0%	0%	-8%[10.9 µM]
Cc1ccc(N2CC(NC(=O)Cc3ccc(F)cc3)CC2=O)cc1C (stereo not drawn)	-10%	0.4%	-17%	6%[10.9 µM]
CCN(CC)CCNC(=O)CS(=O)Cc1nc(-c2ccc(C)cc2)oc1C (stereo not drawn)	-11%	1.4%	-13%	-13%
CCOC(=O)c1cnc2c(ccc3ccccc32)c1Nc1ccc(N(C)C)cc1	-12%	4.4%	0%	-10%[10.9 µM]
CCOc1ccccc1NC(=O)C1CCCN(S(=O)(=O)c2cccs2)C1 (stereo not drawn)	21%	?	-2%	-9%[10.9 µM]
O=C1CN(C(=O)c2ccc(Br)o2)C(c2ccc(F)cc2)c2cc(Cl)ccc2N1 (stereo not drawn)	-10%	?	-12%	-16%
COc1nc(N)nc2c1ncn2[C@@H]1C[C@H](O)[C@@H](CO)O1	0%[9.22 µM]	1.0%[11.4 µM]	1%[9.22 µM]	?
CN(Cc1ccccc1)Cc1ccccc1F	1%	0.8%	0%	-7%
O=C(O)[C@H]1CCCNC1	9%	0.7%&10%	-5%	0%
O=C(CCn1cccn1)Nc1ccc(Br)cc1F	-14%	-0.3%	5%	-6%[10.9 µM]
CCOc1ccccc1NC(=O)COc1ccc(S(=O)(=O)NC2CCCCC2)cc1	0%	?	13%	-4%[10.9 µM]
C=CCOC(=O)C1=C(C)Nc2nnnn2C1c1cc(OC)ccc1OC (stereo not drawn)	0%	0.2%	10%	-25%
COC(=O)c1ccc2c(=O)n(CCCCCC(=O)N3CCN(c4ccc(OC)cc4)CC3)c(=O)[nH]c2c1	-18%	?	?	-8%[10.9 µM]
O=C(NC12CC3CC(CC(C3)C1)C2)C1CCCN1C(=O)NC1CCCCC1 (stereo not drawn)	-6%	-2.5%	7%	-7%
CCc1nc(N2CCOCC2)c(C#N)c2c1COC(C)(C)C2	2%	-1.8%	4%	-6%
Cc1ccnc(N2C(=O)c3ccccc3C2Nc2cccc(C)c2C)c1 (stereo not drawn)	4%	-4.6%	7%	-5%
Cn1c(=O)cc(N2CCc3ccccc32)[nH]c1=O	-4%	3.3%	-9%	-2%
CC(=O)Nc1cccc(NC(=O)CCn2cnc3cc(C)c(C)cc32)c1	16%	-0.6%	2%	4%
Cc1ccc(-n2nc3c(=O)n(C(C)C(=O)O)nc(C)c3c2C)cc1 (stereo not drawn)	-19%	-0.5%	-9%	-6%[10.9 µM]
CC(=O)Nc1nonc1-c1nnc(SCc2ccccc2F)n1C	-3%	-0.1%	-5%	-10%[10.9 µM]
COCCCNC(=O)CN1C(=O)c2c(c3ccccc3n2C)C1c1ccc(OC)cc1 (stereo not drawn)	?	?	12%	-5%[10.9 µM]
Cc1ccc(-n2c(-c3ccncc3)nnc2-c2ccco2)cc1	12%	-0.8%	12%	-5%

2 entries from above in another layout:
SMILES | p53ts 39C tox | IkB signaling | p53ts 32C tox | Imprint erasure
CCc1nc(N2CCOCC2)c(C#N)c2c1COC(C)(C)C2 | 2% | -1.8% | 4% | -6%
Cc1ccnc(N2C(=O)c3ccccc3C2Nc2cccc(C)c2C)c1 (stereo not drawn) | 4% | -4.6% | 7% | -5%

Entries of single compounds as entered above:
COc1nc(N)nc2c1ncn2[C@@H]1C[C@H](O)[C@@H](CO)O1 is listed with p53ts 39C tox = 0%[9.22 µM]; IkB signaling = 1.0%[11.4 µM]; p53ts 32C tox = 1%[9.22 µM]; Imprint erasure = ?
CCOc1ccc(/C=C/C(=O)Nc2sc3c(c2C(=O)OC)CCC3)cc1 is listed with p53ts 39C tox = 14%; IkB signaling = 2.5%; p53ts 32C tox = 1%; Imprint erasure = -9%[10.9 µM]
C/C(=C1/SC(N2CCOCC2)=NC1=O)c1ccc(Cl)cc1 is listed with p53ts 39C tox = -10%; IkB signaling = 0.2%; p53ts 32C tox = 4%; Imprint erasure = 8%

(cont.)
SMILES	p53ts 39C tox	IkB signaling	p53ts 32C tox	Imprint erasure
COc1nc(-c2ccc(C)cc2)ccc1-c1noc(-c2ccc(C(C)(C)C)cc2)n1	14%	-0.4%	-9%	-10%[10.9 µM]
CCOC(=O)c1ccc(CN(Cc2ccc(Cl)cc2Cl)S(=O)(=O)c2cccc(Cl)c2)cc1	-13%	?	-3%	-15%[10.9 µM]
CCn1c2ccccc2c2cc(CN3CCN(Cc4cc(OC)c(O)c(OC)c4)CC3)ccc21	?	?	0%	-21%[10.9 µM]
Cc1[nH]c2ccc(Br)cc2c1CCNC(=O)c1cc2ccccc2oc1=O	3%	?	0%	7%[10.9 µM]
CCc1nnc(NC(=O)c2cccs2)s1	-24%	9.8%	-22%	-59%[inhibitor]
CCOC(=O)c1sc(NC(=O)c2cc(CC)on2)c(C(=O)OCC)c1C	9%	?	2%	-4%[10.9 µM]
COc1cc2c(cc1OC)-c1cc3ccc(OC)c(OC)c3c[n+]1CC2	13%	1.1%[25.6 µM]	3%	-19%
CCOC(=O)c1c(C)[nH]c(C)c1C(=O)CSc1nnnn1-c1ccccc1	-17%	0.5%	8%	-14%
CC(C)CN(C(=O)COC(=O)Cc1n[nH]c(=O)c2ccccc12)C1CCS(=O)(=O)C1 (stereo not drawn)	-12%	1.6%	-11%	5%
Cc1cc(N2CCN(C(=O)c3ccco3)CC2)n2nc(C)c(-c3ccc(Cl)cc3)c2n1	16%	0.4%	1%	-2%
COc1cc(S(=O)(=O)N2CCCC3(CCCCC3)C2)ccc1-n1cnnn1	-2%	0.6%	0%	-12%
COc1ccc(-c2cc(C(F)(F)F)nc(SCCC(=O)Nc3cccc(OC)c3)n2)cc1	-4%	?	10%	-4%[10.9 µM]
Cc1ccc(CCNC(=O)c2ccc3c(c2)nc2n3CCOC2)cc1	-17%	0.1%	-10%	12%[10.9 µM]
CN1C(=O)Cc2cc(S(=O)(=O)CCC(=O)Nc3ccc(Cl)c(C(F)(F)F)c3)ccc21	-2%	?	-1%	-6%[10.9 µM]
CCCCNc1nc(C)nc2c1nc(-c1ccccc1)n2CC1CCN(C)CC1	-11%	nt	-12%	-5%
COc1ccc(-c2nc(-c3ccc(NC(=O)c4ccncc4)cc3)no2)cc1OC	-15%	?	-5%	-7%
Cc1ccc2[nH]c3c(=O)n(CC(=O)N4CCN(c5cccc(C(F)(F)F)c5)CC4)ncc3c2c1	5%	-3.3%	-4%	8%[10.9 µM]
O=C(NC1CC1)c1scc2c1OCCO2	-2%	1.7%	5%	-8%
Cc1ccccc1-c1nc(SCC(=O)NCc2ccc(F)cc2)c2c(=O)n(C)c(=O)n(C)c2n1	-13%	1.1%	1%	-7%[10.9 µM]
C[C@@]12CCC(=O)C[C@@H]1CC(=O)[C@H]1[C@H]3CCC[C@]3(C)C(=O)C[C@@H]12 (tested in a mixture with another compound)	8%[20.6 µM]	1.5%[25.6 µM]	-2%[20.6 µM]	11%[16.8 µM]

Single entries from the entries so far.
`CN1C(=O)Cc2cc(S(=O)(=O)CCC(=O)Nc3ccc(Cl)c(C(F)(F)F)c3)ccc21` – p53ts 32C tox = -1%
`Cc1ccnc(N2C(=O)c3ccccc3C2Nc2cccc(C)c2C)c1` (stereo not drawn) – p53ts 39C tox = 4%

Remaining list, next part.
SMILES	p53ts 39C tox	IkB signaling	p53ts 32C tox	Imprint erasure
CCOc1cc(-c2nc(-c3ccc(Br)cc3)no2)cc(OCC)c1OCC	11%	-0.8%	1%	-8%[10.9 µM]
O=C(c1ccc2c(c1)OCO2)N1CCCCC1	16%	0.1%	3%	-13%
CCOC(=O)N1CCC(N2C(=O)c3ccc(C(=O)Nc4ccc(F)cc4F)cc3C2=O)CC1	-10%	1.0%	-4%	-7%
CCOc1ccc2nc(NC(=O)CSc3nnc(-c4ccncc4)n3CC3CCCO3)sc2c1 (stereo not drawn)	-28%	-0.9%	?	-10%
C=CCN(CC=C)C(=O)c1ccncc1	11%	1.3%	-4%	-19%
Cc1ccc(-n2c(-c3ccco3)nc3c(cnn3-c3ccccc3C)c2=O)cc1	10%	0.9%	9%	-3%[10.9 µM]
CC(C)CCNC(=O)C1CCN(S(=O)(=O)c2cccc3nsnc23)CC1	7%	-1.2%	15%	-5%[10.9 µM]
CCC(Sc1nncn1C)C(=O)Nc1ccccc1OC (stereo not drawn)	3%	2.8%	-3%	-10%
O=C(Nc1cccc(NC(=O)c2ccco2)c1)c1ccc2c(c1)OCO2	11%	1.3%	9%	-1%
O=C(O)CCC(=O)c1ccc2c(c1)OCCCO2	-9%	3.8%	0%	-8%
O=C(Nc1ccc(Br)cc1F)N1CC=C(c2c[nH]c3ccccc23)CC1	-18%	?	13%	6%[10.9 µM]
CCCCn1c(SCC(=O)Nc2cccc(OC)c2)nc2ccsc2c1=O	8%	1.8%	10%	-5%[10.9 µM]
CCc1cc2c(nc1CC)CCN(CC/C(C)=N/O[C@@H](C)CN1CCCCc3nc(C)c(C)cc31)C2	5%[9.22 µM]	nt	-3%[9.22 µM]	nt
Cc1[nH]c2c(C)cccc2c1CCNC(=O)c1cc2ccccc2oc1=O	25%	-0.9%	4%	-5%[10.9 µM]
Cn1c(NCC2CCCO2)nc2c1c(=O)n(Cc1ccccc1)c(=O)n2C (stereo not drawn)	-5%	0.6%	7%	-2%
CCC1CCCCN1C(=O)Cn1c(C(=O)OC)cc2sc(Cl)cc21 (stereo not drawn)	2%	2.3%	?	-8%
COc1ccc(NC(=O)CSC2=Nc3ccccc3C3=NC(CCC(=O)NC4CCCCC4)C(=O)N23)cc1Cl (stereo not drawn)	-29%	-4.1%	4%	-2%[10.9 µM]
Cn1c(C(=O)N2CCCC(C(=O)O)C2)cc2sccc21 (stereo not drawn)	-3%	0.2%	8%	-6%
Brc1cccc(-c2nnn3c2nc(N2CCCCC2)c2ccccc23)c1	-8%	?	4%	2%[10.9 µM]
NC(=O)c1cnn2c(C(F)(F)F)cc(-c3ccc(F)cc3)nc12	1%	-0.3%	3%	0%
